# AMA1-RON2 inh – inhibitors of Plasmodium falciparum AMA1-RON2 interaction; AlphaScreen AMA1-biotinylated RON2 peptide binding; Potency, µM (series often up to 58.2 µM), for the others: at the top dose activity change, negative = inhibition, actives largely listed as inhibitors; actives 0.2% (n = 360,000); AID 720542;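 further: potency means the concentration at half of the fitted maximal effect; 0% = vehicle wells and -100% = peptide control; nearly all actives have a fitted effect of over 45% in size; some results filed as inactive show a strong effect at the top dose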
#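 AMA1 (3D7) with his tag at 25 nM final met compounds first, then biotinylated RON2 peptide at 25 nM; detection used donor plus acceptor beads, 10 µg/mL apiece, read by AlphaScreen after 30 min at room temperature.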
# HCV inhibitor – inhibitors of hepatitis C virus infection | AID 651820 | Potency, µM (top dose mostly 41.8 µM), without a hit: top-dose activity change, negative = inhibition, hits mostly inhibitors | Huh7.5.1 HCVcc-Cre infection, luciferase reporter, 44 h | actives 3.4% (n = 340,000); further: potency means the concentration at half of the fitted maximal effect
#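 Infectious HCVcc-Cre (~0.5 moi) was added to cells just after compound, with cells seeded 4 h earlier at 1,000 per well. Luciferase activity after 44 h culture reported infection; substrate was incubated 15 min at room temperature before reading.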
# AmpC detergent – inhibitors of E. coli AmpC beta-lactamase with detergent; P00811; AmpC hydrolysis of nitrocefin, absorbance 480 nm, 0.01% Triton; Potency, µM (series often up to 114 µM), without a hit: at the highest dose activity change, negative = inhibition, usual class: inhibitors; actives 0.041% (n = 370,000); AID 485294;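 further: potency means the concentration at half of the fitted maximal effect; 0% = no-compound wells and -100% = no-enzyme wells; nearly all actives have a fitted effect of over 25% in size; some results filed as inactive show a strong effect at the top dose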
# Target sequence (P00811 whole entry, looked up): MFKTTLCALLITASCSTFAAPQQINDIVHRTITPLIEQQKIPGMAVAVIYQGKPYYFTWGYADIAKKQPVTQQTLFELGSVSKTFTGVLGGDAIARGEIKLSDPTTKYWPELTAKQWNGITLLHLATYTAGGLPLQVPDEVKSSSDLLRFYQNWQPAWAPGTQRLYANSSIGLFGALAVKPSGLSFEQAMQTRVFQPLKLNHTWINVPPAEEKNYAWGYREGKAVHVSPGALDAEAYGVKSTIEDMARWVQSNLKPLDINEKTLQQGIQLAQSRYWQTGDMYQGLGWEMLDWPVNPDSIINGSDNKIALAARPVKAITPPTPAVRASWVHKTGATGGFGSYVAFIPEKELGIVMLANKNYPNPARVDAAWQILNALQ
#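 20 mM phosphate pH 7.0 + 0.01% (detergent screen) or 0.0001% Triton X-100; 5.3 nM AmpC reagent; cpd preinc 15 min RT; nitrocefin (800 uM stock) to start; A480 q20 s × 4 min; Activity was normalised to no-enzyme and no-compound control wells.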
# HCMV antiviral – human cytomegalovirus inhibition; actives 4.5% (n = 410,000); activity change, negative = inhibition, % at 57.5 µM; HFF cells, HCMV-luciferase reporter, 72 h; hits give low values; in the data active means activity change below about -60%; inconclusive means no clear call, values can overlap the other calls; inactive means above about -39%
#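 Two compound doses tested in HFFs infected with HCMV-luciferase, MOI 1 PFU/cell, 72 h at 37C. Lysate luminescence read with OneGlo; data normalized against buffer-only and 10uM Salinomycin inhibitor controls.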
# Giardia FBPA inh – blocks Giardia fructose-bisphosphate aldolase activity; A8B2U2; purified Giardia FBPA; Potency, µM (doses to about 59.6 µM), inactives show top-dose activity, negative = inhibition, usual class: inhibitors; actives 0.71% (n = 290,000); further: potency means the concentration at half of the fitted maximal effect; nearly all actives have a fitted effect of over 55% in size
# Target sequence (A8B2U2 whole entry, looked up): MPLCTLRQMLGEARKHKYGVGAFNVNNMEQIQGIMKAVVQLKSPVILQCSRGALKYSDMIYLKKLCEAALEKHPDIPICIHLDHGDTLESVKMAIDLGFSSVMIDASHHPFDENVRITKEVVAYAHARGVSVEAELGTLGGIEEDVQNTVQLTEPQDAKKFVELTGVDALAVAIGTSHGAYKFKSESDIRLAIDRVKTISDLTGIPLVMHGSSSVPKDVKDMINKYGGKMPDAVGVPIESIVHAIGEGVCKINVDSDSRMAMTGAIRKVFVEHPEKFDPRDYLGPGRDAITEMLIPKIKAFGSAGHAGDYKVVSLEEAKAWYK
#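 40 nM FBPA preincubated 10 min at RT with compound (up to 57.5 uM final), then substrate plus GAPDH/TPI/NAD/arsenate coupling and diaphorase/resazurin added. Fluorescence read after 20 min at RT, 525/598 nm.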
# Sm TGR block – S. mansoni TGR enzyme inhibition. purified TGR, DTNB reduction, TNB absorbance 405 nm. Potency, µM (titrated, usually from 114 µM), inactives show at the top dose activity change, negative = inhibition, hits mostly inhibitors. AID 485364. actives 3% (n = 360,000). Q962Y6; further: potency means the concentration at half of the fitted maximal effect; nearly all actives have a fitted effect of over 60% in size
#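 First, TGR (20 nM dispensed) and NADPH were mixed with compound. Second, a 15 min room-temperature incubation followed. Third, further NADPH and then DTNB were added to start the reaction. Finally, TNB absorbance was monitored kinetically.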
# Starred values were filed as active, the others as inactive; ? = inconclusive; . = not tested or not shown; [ ] = dose if it differs, or a comment. Unless noted, the call rests on the fitted dose curve; in most records, active means well fitted curve in the direction sought with a large enough effect; inconclusive means small, poorly fitted or top-dose-only effect, or another doubt; inactive means no such curve, though single readings can be large; an effect the other way counts as inactive or inconclusive. Unless noted, on the % scale 0 is the no-effect control and ±100 the full control effect.
SMILES,AMA1-RON2 inh,HCV inhibitor,AmpC detergent,HCMV antiviral,Giardia FBPA inh,Sm TGR block
O=C(NCCS(=O)(=O)N1CCCC1)c1ccccc1,-5%,-17%[8.37 µM],-17%,-22,.,-5%
O=C(CSc1nnc(-c2cccnc2)s1)Nc1cccc(C(=O)O)c1,18%,4%,?,-1,-2%,-6%
CC(C)CC(=O)Nc1cccc(-c2cn3cccnc3n2)c1,.,.,6%,82,.,0%
COc1ccccc1OCCOC(=O)Nc1ccccc1,11%,-4%,-6%,-15,-1%,0%
Oc1ccc(N=Nc2ccccc2-c2nn[nH]n2)c(O)c1,38%[activator],14%,-11%,40,-16%,-6%
Cn1nccc1C(=O)N1CCN(c2cccc(C(F)(F)F)c2)CC1,-7%,-1%,7%,9,.,2%
COc1ccc(C(=O)NC2CCN(C(=O)Nc3ccc(F)cc3)CC2)cc1,-16%,-19%,-4%,4,-14%,-11%
O=[N+]([O-])c1ccccc1S(=O)(=O)NCCSCc1ccco1,-12%,0%,-7%,8,.,25µM*
CC1CCCC(C(=O)O)N1C(=O)CCS (stereo not given),-10%,8%,.,35,-2%,-18%
CN(CC(=O)Nc1cccc(F)c1)C(=O)c1cc(S(=O)(=O)N2CCCCC2)ccc1N1CCOCC1,7%,2%,-11%,-18,.,5%
Cc1cnc(NC(=O)CN2CCCCC2)s1,1%,-1%,4%,32,4.5µM*,-3%
CN1CCN(c2ccc(C(=O)c3cn(-c4ccc(F)c(Cl)c4)nn3)cc2)CC1,-19%,-11%,-5%,-17,4%,-15%
CCNS(=O)(=O)c1ccc(NC(=S)NCC2CCCO2)cc1 (stereo not given),30%,2%,3%,-19,2%,-31%
CCCCCCCn1c(C)nnc1-c1cnn(C)c1N,99%[activator],6%,-15%,21,1%,12%
CCC(=O)NS(=O)(=O)c1ccc(N=NN2CCCCC2)cc1,1%,32%[activator],?,?,10%,-10%

# Continued (6 carried over from the part before).
SMILES,AMA1-RON2 inh,HCV inhibitor,AmpC detergent,HCMV antiviral,Giardia FBPA inh,Sm TGR block
CN(CC(=O)Nc1cccc(F)c1)C(=O)c1cc(S(=O)(=O)N2CCCCC2)ccc1N1CCOCC1,7%,2%,-11%,-18,.,5%
Cc1cnc(NC(=O)CN2CCCCC2)s1,1%,-1%,4%,32,4.5µM*,-3%
CN1CCN(c2ccc(C(=O)c3cn(-c4ccc(F)c(Cl)c4)nn3)cc2)CC1,-19%,-11%,-5%,-17,4%,-15%
CCNS(=O)(=O)c1ccc(NC(=S)NCC2CCCO2)cc1 (stereo not given),30%,2%,3%,-19,2%,-31%
CCCCCCCn1c(C)nnc1-c1cnn(C)c1N,99%[activator],6%,-15%,21,1%,12%
CCC(=O)NS(=O)(=O)c1ccc(N=NN2CCCCC2)cc1,1%,32%[activator],?,?,10%,-10%
Cc1ccccc1NC(=O)c1ccccc1N(C)S(=O)(=O)c1ccccc1,12%,-1%,.,-1,.,.
CCOc1ccccc1NC(=O)CSc1nnc2c(CC)c(C)nc(N)n12,2%,15%,-10%,-4,3%,3%
C/C(=C\c1ccccc1)CN1CCN(c2cccc(Cl)c2)CC1,9%,11%,2%,-37,-7%,-20%
CCCc1nc(SCC(N)=O)[nH]c(=O)c1CC,4%,15%,?,15,-12%,-7%
O=c1cc(-c2ccc([N+](=O)[O-])cc2)c2cc3c(cc2[nH]1)OCCO3,-18%,?,-1%,-11,0%,4%
O=C(NCc1ccco1)c1ccc(COc2ccccc2[N+](=O)[O-])o1,14%,-29%,-3%,4,.,-12%
COc1ccc(CCN(Cc2ccccn2)C(=S)Nc2cccc(C)c2)cc1OC,4%,26%,0%,-31,-8%,18%
c1ccc(OCCOc2ncnc3sccc23)cc1,10%,20%,3%,19,3%,1%
CCC(=O)OCOc1ccc(/C=C2/CCC(CN(C)C)C2=O)cc1 (stereo not given),-8%,?,.,?,.,.
CC(CN1CCCC1)OC(=O)c1ccc(Br)cc1 (stereo not given),-5%,6%,-4%,23,-15%,-2%
CC(C)(C)c1ccc(SCCc2ccccn2)cc1,21%,-2%,7%,-21,0%,8%
Cc1cc(NC(=O)CSc2nc3ccsc3c(=O)n2CCCCC(=O)O)no1,10%,23%,-10%,23,1%,-17%
CN(CCc1cn[nH]c1)C(=O)C1CCC(=O)N(CC2CCCCC2)C1 (stereo not given),8%,.,-6%,21,-9%,3%
O=C(Cn1cc(C(=O)c2cccs2)c2ccccc21)NCc1ccc2c(c1)OCO2,-2%,?,-16%,-8,1%,4%
Cc1ccc(SCCNC(=S)Nc2ccccc2)cc1,-3%,1%,-1%,-35,11%,5%

# Results in Sm TGR block and HCV inhibitor, for two of the compounds above:
SMILES	Sm TGR block	HCV inhibitor
c1ccc(OCCOc2ncnc3sccc23)cc1	1%	20%
O=C(Cn1cc(C(=O)c2cccs2)c2ccccc21)NCc1ccc2c(c1)OCO2	4%	?

# (continued)
SMILES,AMA1-RON2 inh,HCV inhibitor,AmpC detergent,HCMV antiviral,Giardia FBPA inh,Sm TGR block
O=C1CN(S(=O)(=O)c2cc(C(F)(F)F)ccc2Cl)CCN1,9%,-4%,6%,0,.,-7%
O=C(CNS(=O)(=O)c1ccccc1)OCC(=O)c1cccc([N+](=O)[O-])c1,17%,3%,-11%,81,9%,-27%
O=C(C[n+]1ccccc1)N/N=C/c1ccc(F)cc1,11%,2%,-2%,-31,0%,18%
N/C(=N\OCc1ccc([N+](=O)[O-])cc1)c1ccccn1,11%,10%,3%,.,1%,-5%
Cc1cc2c(=Cc3ccc(N(C)C)cc3)c3ccccc3n2[n+]1C,?,1.3µM*,.,-97*,.,.
CC(=O)Nc1c(C)nn(-c2ccccc2)c1N1CCC(C(=O)Nc2cccc(C(F)(F)F)c2)CC1,.,.,8%,-16,.,0%
COc1cc(OC)c(N(C)C(=O)c2c(C)oc3ncnc(N4CCCCC4)c23)cc1Cl,.,.,-3%,-5,.,-1%
CCCCN(CCCNC(=O)CN1N=C(c2ccc(C)cc2)CCC1=O)c1ccccc1,.,.,-1%,3,.,2%
CCc1cccc(NC(=O)Cn2nc(-c3cc(C)ccc3C)ccc2=O)c1,.,.,-6%,24,.,2%
CCN(CCCNC(=O)c1ccc(Sc2ccc(Cl)cc2)c(NC(C)=O)c1)c1cccc(C)c1,.,.,4%,31,.,4%
O=C(/C=C/c1cccc(Oc2ccccc2)c1)N1CCOCC1,11%,-2%,1%,-12,9%,4%
CCN(CC)S(=O)(=O)c1ccc(NN=c2c(=O)c3ccccc3c2=O)cc1,9%,18%,-1%,?,-9%,0%
COc1ccc(CNC(=O)C(C)n2ccc3cc(S(=O)(=O)N4CCCCCC4)ccc32)cc1 (stereo not given),-13%,6.3µM*,-12%,-9,-5%,1%
CC1(C)CC(=O)c2cc(NC(=O)c3ccccc3)c(=O)oc2C1,13%,13%,-11%,1,-1%,-3%
CC(=O)N1CCc2c(sc3c2c(=O)n(-c2ccc(F)cc2)c(=O)n3Cc2ccc(C#N)cc2)C1,.,.,15%,-3,.,-2%
CCOc1ccc(C(C(=O)NCC2CCCO2)N(CCc2cccc(C)c2)C(=O)c2snc(C(N)=O)c2N)cc1 (stereo not given),-16%,?,-9%,?,2%,-12%
CN1CCN(S(=O)(=O)c2ccc(NC(=O)c3ccco3)cc2)CC1,-3%,12%,-3%,-8,1%,-7%
O=C(/C=C/C=C/c1ccc2c(c1)OCO2)N1CCCCC1,-4%,24%,?,0,1%,?
COc1ccc(C2c3[nH]c4ccccc4c3C[C@H]3C(=O)N(c4ccccc4C(=O)N4CCC[C@@H]4C(=O)O)C(=O)N23)cc1 (stereo not given in full),7%,12%,-3%,36,.,2%
CC1CCc2cc(F)ccc2N1C(=O)CSc1nnc(-c2cccs2)n1C (stereo not given),-2%,16%,-1%,?,0%,2%
CC(=O)NC(=S)Nc1ccccc1C(=O)Nc1ccccc1,48%[activator],19%,-4%,-3,-8%,0%
O=[N+]([O-])c1cccc(N/N=C/c2cccc(O)c2O)c1,40%[activator],?,-11%,28,?,-30%
CC1CCN(C(=O)c2[nH]cnc2C(=O)Nc2ccc(Cl)cc2)CC1,57%[activator],-10%,-5%,?,.,0%
COc1ccc(OC)c(CCNC(=O)c2cc3c(=O)oc4ccc(C)cc4c3s2)c1,.,.,12%,-6,.,4%
Cc1ccc(SCC(=O)NC2CC3CCC(C2)N3C)cc1 (stereo not given),2%,-6%,-6%,4,-6%,8%
O=C(O)COc1ccccc1/C=N/Nc1ccc(S(=O)(=O)Nc2ccc(Cl)cc2)cc1[N+](=O)[O-],?,13%,2%,-19,11%,-2%
Cc1cc(NC(=O)CSc2nccn2-c2cccc(Cl)c2)no1,-5%,3%,2%,-25,4%,-1%
O=C(c1cc2cc([N+](=O)[O-])ccc2oc1=O)N1CCN(c2ncccn2)CC1,5%,15%,-10%,29,1%,0%
CCN(CC)S(=O)(=O)c1ccc(C(=O)NCc2ccc(C)cc2)cc1,11%,0%,-2%,-2,5%,14%
CC(C)CC(=O)Nc1ccccc1N1CCN(C(=O)c2ccccc2)CC1,-6%,?,-13%,-22,-12%,-11%
CCCCCCSc1cccc(-c2nc3ccc(C)cn3c2NCc2ccccc2)c1,8%,3%,-2%,28,.,-2%
COc1ccccc1Nc1ncnc2c1nc1n2CCCCC1,.,.,2%,-25,.,5%
CCOC(=O)C1=C(C)NC(=O)NC1c1cn(-c2ccccc2)nc1-c1cccs1 (stereo not given),-2%,-10%,?,-25,1%,-8%
COc1ccc2[nH]cc(CCNC(=O)C3CCCCC3)c2c1,-2%,-7%,0%,-33,0%,8%
CNC(=O)c1cccnc1Nc1cccc(C(F)(F)F)c1,-7%,10µM*,-2%,14,-5%,-5%
Cc1cccc(CN2C(=O)CSc3ccc(C(=O)NC4CC4)cc32)c1,-6%,?,-5%,17,-4%,2%
O=C(CN1C(=O)C2(SCC(=O)N2c2ccc(F)c(F)c2)c2ccccc21)NCCc1ccccc1 (stereo not given),.,.,21%,21,.,13%
COc1ccc(Cn2c(=O)c3oc4ccccc4c3n(Cc3cccc(F)c3)c2=O)cc1,.,.,4%,-10,.,3%
O=C(CSc1nnc(-c2ccccc2)c(-c2ccccc2)n1)Nc1ccc(Br)cn1,-30%,?,-12%,1,1%,-1%
CCOc1ccccc1C(=O)NCC(=O)NCC(c1ccco1)N1CCCCC1 (stereo not given),-12%,?,-10%,11,.,-6%
O=C(Nc1ccnn1C1CCN(Cc2c[nH]c3ccccc23)CC1)c1ccccc1,-16%,9%,?,32,12%,-9%
CC(C)n1c(=N)c(C(=O)NCCc2ccccc2)cc2c(=O)n3ccccc3nc21,9%,?,-7%,-8,1%,2%
CC(=O)N1CCN=C1SCc1cccc(Cl)c1,7%,9%,-2%,-7,.,-1%
CCS(=O)(=O)N1CCCC(C(=O)NCCc2ccc(C)cc2)C1 (stereo not given),-2%,26%,?,54,3%,-14%
O=c1c2c(nc3n1CCS3)c1cc(F)ccc1n2Cc1cc(=O)n2cc(Cl)ccc2n1,-15%,-22%,-10%,.,2%,-9%
Cc1c(C(=O)N2CCC3(CC2)OCCO3)oc2ccccc12,7%,7%,-10%,-21,4%,2%
CC(C)Cc1nnc(NC(=O)CCC(=O)N2CCN(c3ccc(Cl)cc3)CC2)s1,-3%,?,-15%,?,5%,-26%

# Compound activity from PubChem.
